KDM4E inh: blocks human JMJD2E demethylase activity; B2RXH2; JMJD2E catalytic domain, FDH-coupled NADH fluorescence (FDH is formaldehyde dehydrogenase); Potency, µM (series often up to 57.1 µM), for inactives: at the top dose activity change, negative = inhibition, actives largely listed as inhibitors; 1.6% of 230,000 active; active means well fitted inhibition curve with a large enough effect, not every such curve was filed as active; inconclusive means small, poorly fitted or top-dose-only effect, or another doubt; inactive means no such curve, though single readings can be large or run the other way;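 further: 0% = wells with enzyme and -100% = buffer wells without enzyme; nearly all actives have a fitted effect of over 50% in size; many of its hits are not listed in these tables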
GAA inh: inhibitors of human lysosomal alpha-glucosidase; P10253; purified human GAA, 4-MU-alpha-glucoside fluorescence; Potency, µM (titrated, usually from 76.9 µM), inactives show at the highest dose activity change, negative = inhibition, most hits filed as inhibitors; 0.005% of 200,000 active;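 further: plate controls were uninhibited enzyme wells for no effect and no-enzyme background for full effect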
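Human enzyme at 4 nM with 400 uM 4-methylumbelliferyl-alpha-D-pyranoside, citrate/phosphate buffer pH 5.0, 0.005% Tween-20, 20 min at room temperature. Compounds up to 77 uM. 4-MU fluorescence (Ex 365/Em 440) read after NaOH/glycine stop; AC50 from Hill fit.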
ALDH1A1 block: ALDH1A1 (human) enzyme inhibition. P00352. Purified ALDH1A1, NADH fluorescence, propionaldehyde substrate. Potency, µM (series often up to 75.3 µM), without a hit: at the top dose activity, negative = inhibition, hits mostly inhibitors. 7.3% of 220,000 active. AID 1030; active means well fitted inhibition curve with a large enough effect, not every such curve was filed as active; inconclusive means small, poorly fitted or top-dose-only effect, or another doubt; inactive means no such curve, though single readings can be large or run the other way;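 further: plate controls were no enzyme wells and a reference inhibitor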
Target sequence (P00352 whole entry, looked up): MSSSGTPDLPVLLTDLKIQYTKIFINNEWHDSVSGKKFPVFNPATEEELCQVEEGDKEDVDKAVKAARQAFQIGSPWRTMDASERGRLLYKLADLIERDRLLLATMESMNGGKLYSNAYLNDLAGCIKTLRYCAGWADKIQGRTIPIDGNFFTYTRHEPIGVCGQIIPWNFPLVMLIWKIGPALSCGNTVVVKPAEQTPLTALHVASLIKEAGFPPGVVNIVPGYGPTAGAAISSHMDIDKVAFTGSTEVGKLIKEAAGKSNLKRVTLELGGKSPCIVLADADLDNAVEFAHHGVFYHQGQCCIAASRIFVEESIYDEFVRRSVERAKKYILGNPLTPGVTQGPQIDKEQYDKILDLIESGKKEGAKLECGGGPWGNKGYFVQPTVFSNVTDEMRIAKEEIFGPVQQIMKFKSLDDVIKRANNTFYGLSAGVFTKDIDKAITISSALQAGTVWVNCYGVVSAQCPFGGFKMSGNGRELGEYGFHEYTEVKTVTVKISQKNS
aGlu spleen mod: lysosomal alpha-glucosidase (human) modulation; P10253; human spleen homogenate, 4-MU-alpha-glucoside fluorescence; Potency, µM (titrated, usually from 79.9 µM), inactives show at the top dose activity change, negative = inhibition, most hits filed as inhibitors; 0.006% of 240,000 active;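 further: 0% = enzyme with vehicle and -100% = no enzyme basal signal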
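Enzyme source: human spleen homogenate, 1 ug/well. Buffer 50 mM citric acid/K phosphate pH 5.0, 0.01% Tween-20. 4-MU-alpha-glucoside 1 mM; 37 C x 40 min; NaOH/glycine stop; fluorescence.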
RGS12 GoLoco inh: blocks human Gai1 binding to RGS12 GoLoco peptide, red readout | P63096 | Gai1:RGS12 GoLoco peptide FP, rhodamine, 10 min | Potency, µM (titrated, usually from 61.6 µM), without a hit: at the highest dose activity, negative = inhibition, usual class: inhibitors | 0.44% of 230,000 active | AID 880; active means well fitted inhibition curve with a large enough effect, not every such curve was filed as active; inactive means no such curve, though single readings can be large or run the other way; further: on the % scale 0 is the no-effect control and ±100 the full control effect; nearly all actives have a fitted effect of over 30% in size; many of its hits are not listed in these tables
aGal spleen mod: inhibitors or activators of human alpha-galactosidase in spleen homogenate; P06280; human spleen homogenate, 4MU-alpha-Gal fluorescence, 40 min; Potency, µM (highest dose often 80 µM), for inactives: at the top dose activity change, negative = inhibition, hits mostly inhibitors; 0.008% of 240,000 active;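 further: 0% = enzyme with vehicle and -100% = no enzyme basal signal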
Target sequence (P06280 32-429 limits assumed): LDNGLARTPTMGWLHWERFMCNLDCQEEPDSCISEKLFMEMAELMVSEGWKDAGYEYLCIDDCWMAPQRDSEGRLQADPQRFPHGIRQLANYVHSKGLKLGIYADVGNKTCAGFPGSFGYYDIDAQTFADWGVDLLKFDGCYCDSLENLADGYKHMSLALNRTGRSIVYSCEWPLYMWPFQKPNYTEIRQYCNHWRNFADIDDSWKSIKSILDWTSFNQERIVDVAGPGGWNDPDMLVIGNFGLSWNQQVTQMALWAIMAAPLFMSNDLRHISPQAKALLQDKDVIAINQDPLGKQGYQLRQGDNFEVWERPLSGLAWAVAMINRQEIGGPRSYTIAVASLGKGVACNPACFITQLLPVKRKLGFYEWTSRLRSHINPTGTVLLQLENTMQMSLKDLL
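Human spleen homogenate (1 ug) as enzyme source, 4-methylumbelliferyl-alpha-D-galactopyranoside 1 mM final, citrate/phosphate pH 5.0 with 0.01% Tween-20. Compounds 40 min at 37C, NaOH/glycine stop; fluorescence Ex 365/Em 440, Hill-fit AC50.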
SMN2 splice up: increases expression of the SMN2 splice variant; HEK293 SMN2-luciferase splicing reporter, luminescence, 30-36 h; Potency, µM (doses to about 46.1 µM), without a hit: at the top dose activity change, positive = activation, hits mostly activators; 2.8% of 210,000 active; AID 1458; further: % of control where 0% means no effect; nearly all actives have a fitted effect of over 55% in size
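qHTS luciferase splicing reporter: luminescence rises when SMN2 exon 7 is included in transfected HEK293 cells. Compound exposure lasted 30-36 h at 37C, with 4.5 mM final sodium butyrate as control, followed by a ONE-Glo read.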
GAA glycogen mod: alters human alpha-glucosidase cleavage of glycogen | recombinant GAA, glycogen substrate, Amplex Red glucose oxidase fluorescence | 0.38% of 300,000 active | Potency, µM (series often up to 76.4 µM), without a hit: at the highest dose activity change, negative = inhibition, actives largely listed as inhibitors;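 further: 0% = full enzyme reaction and -100% = no-enzyme basal signal; the screen sought inhibitors and activators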
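Recombinant human alpha-glucosidase (4 nM final) hydrolysed bovine liver glycogen (30 ug) for 40 min at 37 C in pH 5.0 citrate/phosphate with 0.01% Tween-20. Released glucose detected by glucose oxidase/Amplex Red, Ex 573/Em 610 nm. Compounds up to 77 uM; AC50 from Hill fits.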
* = called active by the depositor; ? = inconclusive; / = no result given; & = joins results of further samples; [ ] = remark or other dose. Unless noted, the call rests on the fitted dose curve; in most records, active means well fitted curve in the direction sought with a large enough effect; inconclusive means small, poorly fitted or top-dose-only effect, or another doubt; inactive means no such curve, though single readings can be large; an effect the other way counts as inactive or inconclusive. Potency means the concentration at half of the fitted maximal effect. Only part of the results is shown (hit frequency here may not be typical).

The opening 6 entries (preview)
SMILES	KDM4E inh	GAA inh	ALDH1A1 block	aGlu spleen mod	RGS12 GoLoco inh	aGal spleen mod	SMN2 splice up	GAA glycogen mod
Nc1ccc(/C=C/C(=O)c2cccs2)cc1	-4%	-1%	-2%	-13%	50%[activator]	-8%	/	19%
CCN(Cc1ccccc1)c1ccc(N=Nc2nn(C)c(C)c2[N+](=O)[O-])cc1	8%	-1%	-6%	-14%	8%	-2%	?	-8%
CC(=O)c1ccc(N2CCN(c3ccc(S(=O)(=O)NCCCN(C)C)cc3[N+](=O)[O-])CC2)cc1	-4%	0%	19µM*	4%	-8%	3%	-31%[inhibitor]	3%
O=c1cc(-c2ccc(Cl)c(Cl)c2)[nH][nH]1	?	-6%	12%	-4%	10%	-10%	-2%	?
CC(C)CCNC(=O)C1CCC(CNc2c(N3CCC(C)CC3)c(=O)c2=O)CC1 (configuration not stated)	1%	/	/	3%	3%	0%	/	1%
Cc1nc2ccccc2n1CC(O)COc1ccccc1Cl (configuration not stated)	2%	3%	-1%	-5%	18%	-6%	-52%[inhibitor]	-6%

All compounds of this part, from the first entry:
SMILES	KDM4E inh	GAA inh	ALDH1A1 block	aGlu spleen mod	RGS12 GoLoco inh	aGal spleen mod	SMN2 splice up	GAA glycogen mod
Nc1ccc(/C=C/C(=O)c2cccs2)cc1	-4%	-1%	-2%	-13%	50%[activator]	-8%	/	19%
CCN(Cc1ccccc1)c1ccc(N=Nc2nn(C)c(C)c2[N+](=O)[O-])cc1	8%	-1%	-6%	-14%	8%	-2%	?	-8%
CC(=O)c1ccc(N2CCN(c3ccc(S(=O)(=O)NCCCN(C)C)cc3[N+](=O)[O-])CC2)cc1	-4%	0%	19µM*	4%	-8%	3%	-31%[inhibitor]	3%
O=c1cc(-c2ccc(Cl)c(Cl)c2)[nH][nH]1	?	-6%	12%	-4%	10%	-10%	-2%	?
CC(C)CCNC(=O)C1CCC(CNc2c(N3CCC(C)CC3)c(=O)c2=O)CC1 (configuration not stated)	1%	/	/	3%	3%	0%	/	1%
Cc1nc2ccccc2n1CC(O)COc1ccccc1Cl (configuration not stated)	2%	3%	-1%	-5%	18%	-6%	-52%[inhibitor]	-6%
Cc1ccc(C(=O)NCCc2ccc(S(N)(=O)=O)cc2)cc1[N+](=O)[O-]	-3%	-5%	7%	1%	15%	-3%	-11%	-6%
CCc1ccccc1N1CC(C(=O)O)CC1=O (configuration not stated)	-1%	-8%	15%	2%	13%	0%	12%	-4%
O=C(NCCc1ccccc1)C1CCCN(S(=O)(=O)c2cccs2)C1 (configuration not stated)	-10%	-8%	-13%	-1%	3%	2%	-14%	?
O=C(Nc1ccc(N2C(=O)C3C4C=CC(C4)C3C2=O)cc1)Nc1nncs1 (configuration not stated)	-8%	1%	-3%	2%	12%	1%	-7%	2%
CC1CCC2C(=O)N(c3cccc(OS(=O)(=O)c4ccccc4)c3)C(=O)C2C1 (configuration not stated)	-1%	-4%	13µM*	-7%	-6%	5%	-29%	-5%
CCCc1cc(C(=O)NCc2ccc(OC)cc2)no1	4%	-12%[15.4 µM]	-15%	2%	0%	1%	24%	-8%
COc1cccc(/C=C2\N=C(C3CCCCC3)OC2=O)c1OC	5%	3%	?	-7%	-5%	-2%	-14%	-8%
Cc1ccc(-n2c(=O)c(C#N)cc3c(=O)n4cccc(C)c4nc32)cc1	?	?	?	7%	30%	22%	-7%	12%
Cn1c(=O)c2c(-c3ccc(C(C)(C)C)cc3)n(N3CCOCC3)cc2n(C)c1=O	7%	11%	6%	-15%	/	5%	/	0%
COc1cc2c(cc1O)[C@@H]1Cc3cc(O)c(OC)cc3[C@H](C2)N1C	-1%	/	/	9%	2%	14%	/	-26%
CCOc1ccc(-n2nc(C(=O)N3CCN(CC)CC3)c3ccccc3c2=O)cc1	2%	3%	15%	-5%	-8%	6%	-5%	9%
Nc1ccc2oc(-c3cccc4ccccc34)nc2c1	-7%	1%	?	-9%	9%	-3%	10%	-3%
CCOC(=O)c1c(C)[nH]c(C(=O)COC(=O)CNC(=O)c2ccc(Cl)cc2Cl)c1C	-2%	7%	0%	-4%	12%	0%	1%	-1%
COc1cccc2[nH]c3c(N4CCN(Cc5ccc6c(c5)OCO6)CC4)ncnc3c12	?	2%	?	1%	/	2%	/	-4%

Part of the list above, limited to SMN2 splice up.
compound	SMN2 splice up
CCN(Cc1ccccc1)c1ccc(N=Nc2nn(C)c(C)c2[N+](=O)[O-])cc1	?
CC(=O)c1ccc(N2CCN(c3ccc(S(=O)(=O)NCCCN(C)C)cc3[N+](=O)[O-])CC2)cc1	-31%[inhibitor]
O=c1cc(-c2ccc(Cl)c(Cl)c2)[nH][nH]1	-2%

More compounds follow.
SMILES	KDM4E inh	GAA inh	ALDH1A1 block	aGlu spleen mod	RGS12 GoLoco inh	aGal spleen mod	SMN2 splice up	GAA glycogen mod
O=C(NCc1nnc(SCC(=O)N2CCCC2)o1)c1ccccc1F	8%	3%	-7%	-4%	6%	3%	?	0%
Cc1nc2c(-c3ccccc3)c[nH]n2c(=O)c1Cc1ccccc1	?	2%	?	0%	4%	-7%	-60%[inhibitor]	5%
CCC(=O)N1CCC2(CC1)Oc1ccc(F)cc1C(=O)C21CC(c2cccnc2)=NO1 (configuration not stated)	-14%	/	/	-7%	-2%	4%	/	2%
Clc1ccc(SCc2cc(N3CCOCC3)nc(-c3ccccn3)n2)cc1	3%	1%	-9%	-12%	7%	6%	-93%[inhibitor]	-7%
CC1(C)CC(=O)c2sc(NS(=O)(=O)c3ccccc3)nc2C1	-15%	8%	-2%	-5%	4%	2%	-10%	-7%
CCc1ccccc1NC(=O)/C(C#N)=C/c1ccc(Sc2ccccc2)o1	-7%	-2%	-5%	0%	8%	-2%	-26%	12%
O=C(CSc1ccc2nnc(-c3cccnc3)n2n1)N1CCOCC1	?	-2%	?	-3%	12%	-4%	3%	8%
CC1(C(=O)NCCN2CCOCC2)C=CC2(CCCCC2)N1C(=O)c1ccccc1 (configuration not stated)	5%&5%	-11%	-3%&1%	-8%&-6%	10%&2%	-5%&-1%	23%&21%	3%
O=[N+]([O-])c1ccc(N2CCOCC2)cc1N1CCCCC1	-6%	-10%	5.6µM*	-3%	-1%	1%	7%	2%
COc1cccc(NC(=O)C23CCC(C)(C(=O)O2)C3(C)C)c1 (configuration not stated)	4%	1%	-6%	-4%	2%	-1%	2%	?
Cc1cccc(C)c1NC(=O)CC1SC2=NCCN2C1=O (configuration not stated)	3%	-5%	?	-6%	13%	3%	29%	-1%
Cc1ccc(-c2csc(/C(C#N)=C(\O)CCl)n2)cc1	2%	0%	?	-1%	16%	-3%	-4%	-9%
COc1cccc(NC(=O)C(c2ccccc2)N2CCNC(=O)C2)c1 (configuration not stated)	-2%	2%	-6%	1%	-1%	5%	5%	-1%
COC(=O)c1cccc(NC(=O)C2COc3ccccc3O2)c1C (configuration not stated)	6%	-10%	3%	-4%	0%	-1%	1%	3%
COc1ccc(C2/C(=C(/O)c3ccc(C)cc3)C(=O)C(=O)N2C)cc1 (configuration not stated)	-2%	-1%	0%	-5%	-3%	-25%	-36%[inhibitor]	7%
O=C(Nc1ccc(-c2nc3ccccc3o2)cc1)c1cc(-n2cnnc2)ccc1Cl	?	0%	?	3%	34%[activator]	2%	-80%[inhibitor]	-2%
CN(C(=O)c1cccs1)c1ccccc1C(=O)O	?	6%	?	0%	0%	5%	12%	4%
O=c1cccccc1NN=C1CCCCC1	-23%	/	/	5%	-2%	2%	/	?
CCCCNC(=O)CN(C1CCCCC1)S(C)(=O)=O	4%	-7%	2%	-6%	0%	-14%	12%	0%
O=C(COc1ccccc1Cl)Nn1cnnc1	-2%	-2%	-1%	-6%	3%	-9%	-17%	7%
O=C(CSc1nnc(NC(=O)Cc2ccccc2)s1)NCC1CCCO1 (configuration not stated)	12%	3%	7%	-3%	4%	-2%	-12%	5%
Cc1cc(NC(=O)c2cc(C3CC3)on2)n(-c2ccccc2)n1	-4%	-5%	-2%	-7%	-4%	-1%	-1%	-7%
Cc1cccc(C2N=C(N)Nc3nc4ccccc4n32)c1 (configuration not stated)	2%	/	/	-2%	-1%	-3%	2%	0%
Nc1ncnc2nc(SCCC(=O)O)[nH]c12	-13%	/	/	6%	-2%	-4%	/	-2%
Cc1c(C2Nc3ccccc3C(=O)N2O)cnn1C (configuration not stated)	?	7%	-3%	-4%	-6%	2%	3%	?
CCCCC(=O)NC(c1ccco1)c1cc(Cl)c2cccnc2c1O (configuration not stated)	-3%	7%	3%	-1%	2%	-3%	/	14%
N/C(=N\O)C1COc2ccccc2O1 (configuration not stated)	-1%	?	-10%	1%	-8%	-5%	-12%	-5%
COCC(=O)N1CCC2(CCN(Cc3cc(C(F)(F)F)cc(C(F)(F)F)c3)CC2)CC1	/	/	22%	4%	-2%	2%	-10%	/
Cc1ccc(C)c(NC(=O)C(Sc2nnc(-c3cccs3)o2)c2ccccc2)c1 (configuration not stated)	-1%	?	?	-6%	/	0%	/	-20%
Cc1ccc2cc(CN(c3ccccc3)S(=O)(=O)c3ccccc3)c(=O)[nH]c2c1	?	/	/	-15%	1%	-1%	/	1%
Cc1nc2sc(C(c3cccs3)N3CCN(Cc4ccccc4)CC3)c(O)n2n1 (configuration not stated)	4%	/	?	-2%	-3%	4%	/	-8%
COc1ccc(Cc2n[nH]c(=S)o2)cc1	2%	14%	?	1%	11%	2%	/	23%
O=c1[nH]c(CSc2nnc(-c3ccccc3)n2-c2ccccc2)nc2ccccc12	8%	4%	-12%	-14%	9%	3%	-15%	5%
Fc1cccc(Cl)c1/C=N/Nc1ccccn1	-4%	0%	0%	-1%	3%	-11%	?	4%
CC(=O)Oc1oc(-c2ccccc2)nc1/C=N/c1ccccn1	-1%	-4%	?	3%	24%	22%	?	1%
Cc1ccc(C)c(Nc2c(F)c(F)c(F)c(F)c2C(=O)O)c1	2%	?	1%	-2%	1%	0%	-2%	-1%

Screens from PubChem BioAssay.
